CRFBP-R2 block: blocks CRF-induced signaling of the CRF-BP/CRF-R2 complex | HEK293 CRF-R2/CRF-BP, CRF-induced calcium fluorescence | inhibition, % at 11.8 µM | actives 0.59% (n = 350,000) | AID 588475;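 active = inhibition of the ligand-induced calcium signal above about 50% at the single tested concentration, limit read from the data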
NS3 helicase inh: inhibitors of Hepatitis C virus NS3 helicase; NS3 helicase DNA unwinding, Cy5 molecular beacon fluorescence; inhibition, % at 10.9 µM; actives 0.56% (n = 290,000);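 active = inhibition above the mean of all tested compounds plus 3 SD, set per campaign, cut at about 35% in these data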;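 also: 0% = DMSO wells and 100% = thioflavine S control wells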
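Assay system – hepatitis C virus NS3 helicase domain fragment enzyme · Buffer or medium – MOPS pH 6.5, MgCl2, DTT, Tween20, BSA · Reagent – Cy5/quencher beacon DNA duplex and ATP to start · Compound – single 10.9 µM dose · Timing – 1 h at 25 °C · Technique – Cy5 beacon fluorescence read at start and 1 h · Measure – % inhibition of unwinding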
IDE act: IDE (human) activation, cell-based; AID 493087; activation, % at 5.96 µM; P14735; actives 0.073% (n = 340,000); HEK cells, FAbeta-B cleavage, fluorescence polarization; 0% vehicle, 100% cell-free pure enzyme wells;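 active = activation above the mean of all tested compounds plus 3 SD, set per screening campaign, cut at about 17% in these data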
GalR3 antagonist: antagonists of human GalR3; O60755; HEK293 GalR3-CNG cAMP membrane potential fluorescence; galR3 body fused to GalR1 C-terminus; inhibition, % at 3 µM; actives 0.44% (n = 360,000);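 active = inhibition above the screen-wide average plus 3 SD, cut at about 13% in these data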;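 also: forskolin and galanin both at EC90 stimulate the cells; cAMP rise reported by CNG channel membrane potential dye signal; 0% = forskolin plus galanin with DMSO and 100% = forskolin alone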
Target sequence (O60755 1-299 limits assumed): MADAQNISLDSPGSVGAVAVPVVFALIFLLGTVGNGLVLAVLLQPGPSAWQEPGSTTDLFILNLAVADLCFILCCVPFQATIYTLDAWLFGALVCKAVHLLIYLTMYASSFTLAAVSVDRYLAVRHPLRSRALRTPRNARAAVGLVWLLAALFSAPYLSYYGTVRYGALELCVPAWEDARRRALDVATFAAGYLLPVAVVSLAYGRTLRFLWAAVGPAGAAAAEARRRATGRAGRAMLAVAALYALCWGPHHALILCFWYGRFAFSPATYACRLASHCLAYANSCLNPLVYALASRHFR
IMP-1 inhibitor: inhibitors of Pseudomonas aeruginosa IMP-1 metallo-beta-lactamase | inhibition, % at 5.6 µM | actives 0.45% (n = 290,000) | purified IMP-1, nitrocefin hydrolysis, epi-absorbance fluorescence;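 active = inhibition above the mean plus 3 SD of all compounds in the same screening run, cut at about 4.5% in these data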;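 also: 0% = IMP-1 with DMSO and 100% = DMSO wells lacking enzyme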
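Material – recombinant IMP-1 enzyme, purified · Amount – IMP-1 0.2 nM before substrate addition · Medium – HEPES buffer pH 7.1 with ZnSO4 and Brij 35 · Timing – 25 °C, 15 min preincubation, 25 min reaction · Measured by – plate fluorescence quenching by hydrolysis product, ex 480/em 530 nm · Read-out – percent enzyme inhibition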
p-CIP stab down: lowers stability of the mouse p/CIP coactivator protein. Q05BA5. F442A p/CIP-EGFP cells, EGFP fluorescence, 16 h. decrease of EGFP signal, % at 10 µM. actives 0.01% (n = 290,000);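 active = EGFP signal decrease of at least 30% at 10 µM or well 3 SD below plate mean, unless failing retest; inactive = the rest, including hits failing retest or dose response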; also: some compounds called inactive have numbers as strong as hits; many of its hits are not listed in these tables
IDE cell inh: inhibitors of human insulin-degrading enzyme in cells; P14735; HEK cells, FAbetaB cleavage, fluorescence polarization; inhibition, % at 5.59 µM; actives 0.41% (n = 320,000);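 active = percent inhibition above the average of all tested compounds plus 3 SD, set per screening campaign, cut at about 16% in these data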;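 also: IDE supplied by intact live HEK cells; FP after avidin binding of uncleaved biotin substrate so inhibition keeps polarization high; 0% = DMSO wells and 100% = 60 µM reference IDE inhibitor Ii1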
VIM-2 inhibitor: inhibitors of Pseudomonas aeruginosa VIM-2 metallo-beta-lactamase. AID 1527. actives 0.89% (n = 290,000). inhibition, % at 5.6 µM. purified VIM-2, nitrocefin hydrolysis, epi-absorbance fluorescence;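 active = inhibition above the mean of all tested compounds plus 3 SD, cutoff set per screening run, cut at about 7.5% in these data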;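 also: red hydrolysis product quenches plate fluorescence so inhibitors raise well fluorescence; 0% = enzyme with DMSO and 100% = DMSO without enzyme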
SUMO HTRF inh: SUMOylation inhibition; inhibition, % at 35 µM; P63279; AID 2006; actives 0.36% (n = 290,000); HTRF SUMOylation assay, SAE1/SAE2 + UBC9, in vitro; in the data active = inhibition above about 50%, passing the limit was not always enough; also: strong numbers were not always called active
Target sequence (P63279 whole entry, looked up): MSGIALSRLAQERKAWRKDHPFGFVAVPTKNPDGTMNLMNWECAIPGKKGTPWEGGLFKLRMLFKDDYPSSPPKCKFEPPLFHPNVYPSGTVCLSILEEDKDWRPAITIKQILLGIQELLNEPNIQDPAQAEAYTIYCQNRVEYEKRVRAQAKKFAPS
Numbers without * were called inactive; / = not tested or not shown.

SMILES	CRFBP-R2 block	NS3 helicase inh	IDE act	GalR3 antagonist	IMP-1 inhibitor	p-CIP stab down	IDE cell inh	VIM-2 inhibitor	SUMO HTRF inh
CN(C)c1ccc(S(=O)(=O)NCC(=O)N2CCN(c3ccccc3)CC2)cc1[N+](=O)[O-]	6	/	1	-4	/	/	-2	/	/
CCCCOc1ccccc1C1NC(=O)NC(C)=C1C(=O)OCCOCC (centres undefined)	-38	-1	1	-4	-2.6	0	0	-2.2	-2
COc1cccc(-c2ncc3ccccc3c2COC(=O)c2ccco2)c1	-2	/	1	-9	/	/	5	/	/
O=C(N/N=C\c1cc(Br)c(Br)o1)C1COc2ccccc2O1 (centres undefined)	-4	9	3	-5	-1.8	-20	-1	-2.5	20
O=C(CCc1ccccc1)NNC(=O)COc1ccc(Br)cc1	10	2	3	-11	-3.2	-7	-4	-3.2	13
Cc1cc(Br)ccc1NC(=O)CN(C)C(=O)CN1C(=O)NC(C)(C2CC2)C1=O (centres undefined)	-4	/	0	-1	/	/	-1	/	/
COc1c(C(=O)Nc2ccc(Cc3ccncc3)cc2)ccc2ccccc12	-25	-3	2	4	-1.3	4	3	-2.1	-11
O=C(CCn1nnnc1CN1CCOCC1)N1CCC(c2ccccc2F)C1 (centres undefined)	5	14	-2	3	-5.0	0	3	-2.6	5
O=c1c2ccccc2nc(/C=C/c2ccccc2)n1CCc1ccccc1	4	-1	-1	-1	-2.1	-8	6	-0.1	-8
CCOc1ccc(CN(C)C(=O)c2cc3ccccc3o2)cc1OC	-5	-8	1	-5	0.0	-9	2	1.7	4
CCOC(=O)c1c(CSc2ccccc2)n(C)c2cc(Br)c(OC)c(O)c12	-2	-5	0	-11	-1.2	-5	5	-0.5	4
Cc1ccc(N2C(=O)/C(=C\c3ccc(C(C)C)cc3)N=C2SC2CCOC2=O)cc1 (centres undefined)	-27	9	-2	4	-0.7	-7	-1	-1.0	5
Cc1cc([N+](=O)[O-])nn1CC(=O)N1c2ccccc2CC1C (centres undefined)	15	1	6	4	-1.4	-12	1	-3.0	0
COCc1c(C(=O)N/N=C/c2cccc3ccccc23)nnn1-c1nonc1N	20	-10	-1	-4	-3.0	18	12	-2.2	18
CSc1ccc(NC(=O)N2CC=C(n3c(=O)[nH]c4ccccc43)CC2)cc1	-47	-20	1	-3	0.0	3	-5	-2.1	5
O=C(O)CC(NC(=O)C12CC3CC(CC(C3)C1)C2)c1cc([N+](=O)[O-])ccc1Cl (centres undefined)	7	2	-3	1	-0.8	11	1	-2.7	14
Cc1ccc(-c2nc3ncccc3o2)cc1NC(=O)C(C)(C)C	0	-4	-1	-6	0.8	-5	-3	-0.8	11
Cc1nn(-c2ccccc2)c(C)c1C(=O)OC(C)C(=O)Nc1ccc(C(N)=O)cc1 (centres undefined)	10	/	-5	-5	/	/	3	/	/
O=C(Nc1ccccc1)Nc1ccc2ccccc2c1	3	0	-2	-5	-1.3	-5	2	-2.3	-5
O=S(=O)(N[C@@H]1C[C@H]2CC[C@@H]1C2)c1cccs1	1	-4	4	3	-1.7	2	1	-2.3	-2
C/C(=N\N=c1/scc(C)n1Cc1ccco1)c1cccc([N+](=O)[O-])c1	0	3	1	-3	-3.2	6	9	-3.2	10
Cc1[nH]c(=O)[nH]c(=O)c1S(=O)(=O)N1CCCCC1	0	-1	2	-9	-3.5	-1	1	0.4	-1
COc1ccc(Nc2nc(OC)nc(N3CCN(c4ccc(OC)cc4)CC3)n2)cc1	-16	6	3	0	-2.4	-15	/	-2.4	-13
CC1(C)Oc2ccc3ccc(=O)oc3c2/C(=C/NCCO)C1=O	15	-4	2	2	-4.6	-2	0	1.0	22
O=C(N[C@@H](Cc1ccccc1)C(=O)O)c1cccnc1	5	9	0	-3	-2.9	-7	0	-3.9	5
O=C(COC(=O)c1cc(-c2cccs2)nn1-c1ccccc1)Nc1cccc([N+](=O)[O-])c1	2	-14	-2	-5	-2.8	-6	-6	0.4	11
CCOc1ccc(/C=C/C(=O)N(CC)CC(=O)Nc2ccc3c(c2)OCCO3)cc1OCC	17	0	-1	-1	-2.9	-24	3	-2.9	4
C=C1CCN([C@@H](CC(C)C)C(=O)Nc2ccc(OC)cc2)S(=O)(=O)c2ccccc21	8	/	2	-3	/	/	4	/	/
CN(C)CCCCCNCCCNC(=O)/C=N\O	20	1	0	-9	-3.1	-15	0	-2.5	24
O=C(CSc1ncnc2c1nnn2-c1ccc(F)cc1)NCc1ccco1	7	1	-2	-1	-1.7	5	1	-2.7	-21
O=C(c1ccco1)N1CCN(C2CC(=O)N(c3ccc(F)c(Cl)c3)C2=O)CC1 (centres undefined)	-3	-5	-4	-1	-1.0	-12	-1	-0.6	6
CCOC(=O)c1cc(-c2ccc(C)o2)nn1CCC#N	15	5	6	-3	-3.7	-14	2	-1.8	9
CCOc1ccc(Br)cc1-c1noc(-c2cccs2)n1	-14	3	1	1	-0.1	-7	-3	-3.2	4
Cc1ccc(NC(=O)c2oc3ccccc3c2COC(C)C)cc1S(=O)(=O)N1CCOCC1	-29	/	-3	4	/	/	-2	/	/
O=C(Nc1cccc([N+](=O)[O-])c1)C1C2CC/C=C\CCC21 (centres undefined)	1	3	2	-2	-2.2	-14	-3	-4.4	-2
Cc1[nH]c2ccccc2c1CCN(Cc1cccnc1)C(=S)Nc1ccc(F)cc1	0	-14	0	-1	-3.8	0	0	-5.0	-26
CCC1(CC)C(=O)C(C)(C)C(=O)OC1c1ccccn1 (centres undefined)	-7	2	-1	-4	-1.6	4	-2	-3.5	7
Cc1cc2cc(CN(CC3CCCO3)C(=O)c3cnccn3)c(=O)[nH]c2cc1C (centres undefined)	-8	1	3	-1	-1.5	-8	4	1.7	14
O=C(CN1CCN(c2ccccn2)CC1)N1c2ccccc2CCc2ccccc21	-11	-7	-2	-1	-2.6	-10	3	-1.7	10
CCOCCCNC(=O)/C(C#N)=C/c1ccc(-c2ccc(S(=O)(=O)N3CCOCC3)cc2)o1	5	3	0	/	-2.8	-3	4	-2.3	5
CCC(C(=O)Nc1nc(C)cs1)c1ccccc1 (centres undefined)	-4	-4	-2	-6	-3.1	0	-9	0.2	-3
CCOc1cc2c(cc1OCC)C(C(=O)O)C(c1ccc(OC)c(O)c1)N(C)C2=O (centres undefined)	-7	0	3	1	-0.5	-5	1	-2.5	-6
NC(=O)c1cc(S(=O)(=O)Nc2ccc(OC(F)(F)F)cc2)cs1	-10	-9	0	-4	-1.6	-16	1	-0.7	12
CC(C)/C(=N/Nc1ccccc1[N+](=O)[O-])c1ccccc1	1	11	4	-7	-0.6	-6	5	-3.1	-11
CC(=O)Nc1ccc(NC(=O)CSc2ccccn2)cc1	34	-3	4	1	-2.8	-10	1	-3.7	-1
COCCNC(=O)/C(C#N)=C/c1nc(N(C)C)n(-c2ccc(F)cc2)c1Cl	-4	-4	2	-11	-2.5	-3	8	-2.5	16
COc1ccc([N+](=O)[O-])cc1NC(=O)c1cn(-c2ccc(Cl)cc2)c(=O)c2ccccc12	-12	-1	-1	-5	-0.8	0	-1	-2.5	6
COc1ccc(NC(=O)CCSc2ccc3ccccc3n2)cc1	10	-6	2	-2	-2.7	-10	5	-1.2	-19
Cc1c(C(=S)Nc2ccccc2)cnn1-c1ccc([N+](=O)[O-])cc1	6	-7	-4	-3	-2.2	-5	-3	-0.8	-19
CCN(CC)CCCCCCCCOC(=O)c1cc(OC)c(OC)c(OC)c1	-10	/	-3	-3	/	/	4	/	/
CCN(CC)C(=O)C(=O)Nc1cc(C(F)(F)F)ccc1Cl	5	0	8	-5	2.2	2	2	-3.5	11
COc1cc(OC)cc(-c2nnc(SCc3cccnc3)o2)c1	-7	-10	6	-3	-3.3	-17	2	-0.2	-6
CC1(c2ccc(OC(F)F)cc2)NC(=O)N(CC(=O)Nc2cccc(F)c2)C1=O (centres undefined)	-82	-13	4	-1	-1.2	-12	-2	-0.9	4
COc1ccccc1/C=C\C=N\n1c(-c2ccc(Cl)cc2Cl)n[nH]c1=S	5	-3	-4	10	-2.9	4	0	-6.6	-37
COc1ccc(NC(=O)C(=O)NNC(=O)COc2ccc(Cl)cc2)c(OC)c1	20	3	2	0	-3.8	-30	2	-5.0	-14
O=C(CN1CCCCCC1)Nc1c(Cl)cc(Cl)cc1Cl	-3	-3	7	-4	-3.4	-1	4	-0.3	0
COc1cccc(Oc2ccc(C(F)(F)F)cc2N)c1	15	1	3	-3	-4.8	10	0	-0.2	-31
C=C(C)c1cccc(C(C)(C)NC(=O)Nc2ccccc2OCC)c1	1	9	-3	9	-1.4	-3	5	-3.4	19
Cc1cccc(NC(=O)CN2C(=O)NC3(CCCCCCC3)C2=O)c1C	-22	/	1	-4	/	/	2	/	/
Cc1ccc(NC(=S)NC(NC(=O)c2ccccc2C)C(Cl)(Cl)Cl)c(C)c1 (centres undefined)	-13	-1	1	-5	2.9	-11	-7	-2.1	-34

More results follow:
SMILES	CRFBP-R2 block	NS3 helicase inh	IDE act	GalR3 antagonist	IMP-1 inhibitor	p-CIP stab down	IDE cell inh	VIM-2 inhibitor	SUMO HTRF inh
COc1ccc(CNc2nc3nc(C)c(Cl)c(C)n3n2)cc1	-1	16	-4	6	-3.7	-13	0	-0.7	8
CCOC(=O)c1c(O)c2ccccc2n(CC)c1=O	9	1	1	-7	-1.5	-2	14	-0.8	4
Cc1cc(C)cc(SCc2noc(C(=O)NCCC(C)C)c2C(=O)NCCC(C)C)c1	5	/	2	-6	/	/	-2	/	/
COc1ccc(C(=O)Cn2c(NCCCO)nc3ccccc32)cc1OC	9	-5	-1	-9	-6.0	-10	0	-2.8	9
CC(=O)OCCOCn1cnn2c(=O)c(Br)c(C)nc12	10	5	-6	-6	-2.3	-9	1	0.0	2
Cn1c(CNC(=O)c2ccccc2F)cc2ccccc21	4	-2	4	-6	-1.4	4	-2	1.5	8
COc1ccccc1CNC(=O)CSc1nc2c(oc3ccccc32)c(=O)n1CC1CCCO1 (centres undefined)	22	/	3	-1	/	/	-2	/	/
Cc1onc(-c2ccccc2)c1C(=O)NCCc1ccncc1	-5	5	2	-3	-3.2	-22	0	-2.4	7
Cc1ccc(NC(=O)COC(=O)c2cccnc2)cc1	17	-17	3	0	-1.9	1	-2	0.2	10

An unsorted share of the library. About 3.2% of those tested had a hit in this group.
